HepG2 viability: qHTS for Inhibitors of TGF-b: Cytotox Counterscreen | HepG2 CAGA-GFP viability, ATP luminescence, 18 h | Potency, µM (highest dose often 46.1 µM), for the others: at the top dose activity change, negative = cytotoxicity, most hits filed as cytotoxic | AID 588856, 2011 | 410,000 compounds, 0.76% hits; note: some results filed as inactive show a strong effect at the top dose
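HepG2 CAGA-GFP cells (1000/well, DMEM with 1% FBS) received compound, then TGF-beta at 500 pg/mL final, and were incubated 18 hours at 37 degrees C. Viability was read by CellTiter-Glo luminescence. Media-only wells were set as complete cell-killing and DMSO as no toxicity.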
Nrf2 inh: Nrf2 qHTS screen for inhibitors; A549 ARE-Fluc reporter, luciferase luminescence, 18-24 h; Potency, µM (series often up to 46 µM), for inactives: top-dose activity change, negative = inhibition, actives largely listed as inhibitors; 360,000 compounds, 2.1% hits; note: % is set by controls: 0 for no effect and ±100 for the full control effect; nearly all actives have a fitted effect of over 60% in size
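Reporter: ARE-Fluc in A549. Exposure: 18-24 h, 37 °C, 5% CO2, 5% FBS OPTI-MEM. Readouts: fluorescent cytotoxicity (CellTiter-Fluor), then luminescent Nrf2 signal after BugLite.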
ATXN2 expr inh: Primary qHTS for Inhibitors of ATXN expression; Potency, µM (highest dose often 57 µM), for inactives: at the top dose activity change, negative = inhibition, most hits filed as inhibitors; HEK-293 ATXN2-luciferase reporter, luminescence, 24 h; 360,000 compounds, 0.72% hits; note: % is set by controls: 0 for no effect and ±100 for the full control effect; nearly all actives have a fitted effect of over 55% in size
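qHTS (up to 57 uM final) was run with 24 h compound exposure of reporter cells at 37 °C. Each well was multiplexed: SteadyGlo luminescence measured ATXN2-luciferase expression after a fluorogenic Gly-Phe-AFC viability readout (25 uM final).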
EPAC2 antag: qHTS for Antagonist of cAMP-regulated guanine nucleotide exchange factor 2 (EPAC2): primary screen; Potency, µM (series often up to 114 µM), inactives show top-dose activity, negative = inhibition, hits mostly inhibitors; 360,000 compounds, 0.18% hits; EPAC2 GEF exchange of Rap1B-BODIPY-GDP, fluorescence; note: % is set by controls: 0 for no effect and ±100 for the full control effect; nearly all actives have a fitted effect of over 45% in size; many of its hits are not listed in these tables
Target sequence (Q8WZA2 whole entry, looked up): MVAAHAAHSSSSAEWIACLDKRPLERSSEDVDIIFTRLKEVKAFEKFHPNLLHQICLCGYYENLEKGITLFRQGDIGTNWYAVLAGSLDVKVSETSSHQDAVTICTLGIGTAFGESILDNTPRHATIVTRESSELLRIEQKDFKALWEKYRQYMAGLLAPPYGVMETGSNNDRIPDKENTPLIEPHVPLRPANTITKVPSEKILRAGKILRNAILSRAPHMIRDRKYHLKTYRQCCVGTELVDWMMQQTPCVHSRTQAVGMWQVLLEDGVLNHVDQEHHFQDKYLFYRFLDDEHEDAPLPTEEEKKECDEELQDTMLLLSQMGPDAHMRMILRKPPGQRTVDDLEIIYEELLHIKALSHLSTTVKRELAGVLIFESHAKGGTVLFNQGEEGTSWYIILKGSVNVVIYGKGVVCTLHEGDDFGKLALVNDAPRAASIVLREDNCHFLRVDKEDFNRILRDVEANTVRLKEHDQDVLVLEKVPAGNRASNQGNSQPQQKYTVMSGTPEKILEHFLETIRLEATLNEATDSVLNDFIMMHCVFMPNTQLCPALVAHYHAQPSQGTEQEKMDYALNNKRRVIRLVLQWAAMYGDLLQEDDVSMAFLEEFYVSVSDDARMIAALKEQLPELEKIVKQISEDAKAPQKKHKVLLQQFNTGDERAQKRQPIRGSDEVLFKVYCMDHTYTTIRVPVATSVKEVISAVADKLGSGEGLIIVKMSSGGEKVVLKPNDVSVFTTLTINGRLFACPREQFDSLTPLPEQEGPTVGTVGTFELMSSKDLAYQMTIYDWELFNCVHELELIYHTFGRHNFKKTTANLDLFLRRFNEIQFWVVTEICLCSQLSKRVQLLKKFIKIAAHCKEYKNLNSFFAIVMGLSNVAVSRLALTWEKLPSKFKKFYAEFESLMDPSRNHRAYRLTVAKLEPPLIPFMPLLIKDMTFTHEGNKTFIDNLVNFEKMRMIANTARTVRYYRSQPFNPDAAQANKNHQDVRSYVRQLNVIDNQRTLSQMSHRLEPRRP
Nrf2 ARE act: qHTS of Nrf2 Activators; Potency, µM (series often up to 46.1 µM), without a hit: at the top dose activation, usual class: activators; AREc32 ARE-luciferase reporter (MCF7-derived line), luminescence, 24 h; 410,000 compounds, 0.31% hits; note: % of control where 0% means no effect; nearly all actives have a fitted effect of over 65% in size
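AREc32_Fluc, 1000 cells/well, OPTI-MEM + 5% FBS, o/n 37 deg C 5% CO2; 23 nL cpd by pin tool, 24 hr; Steady-Glo 30 min RT, luminescence.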
TGFb inhibitor: qHTS for Inhibitors of TGF-b; HepG2 CAGA-GFP TGF-b/SMAD3 reporter, GFP fluorescence, 18 h; TGF-beta stimulated, 500 pg/mL final; Potency, µM (series often up to 46.1 µM), for inactives: top-dose activity, negative = inhibition, actives largely listed as inhibitors; 410,000 compounds, 1.2% hits; AID 588855, 2011; note: % is set by controls: 0 for no effect and ±100 for the full control effect; nearly all actives have a fitted effect of over 65% in size
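Inhibition of TGF-beta-driven CAGA-GFP reporter expression in HEPG2 cells is measured by cellular GFP fluorescence after 18 h stimulation with 500 pg/mL recombinant TGF-beta in 1% FBS medium at 37 degrees C.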
S2 tox: Viability Counterscreen for Primary qHTS for Inhibitors of ATXN expression; S2 cells (HEK-293 line with an ATXN2-luciferase reporter) viability, CellTiter-Fluor protease fluorescence, 24 h; Potency, µM (series often up to 56.7 µM), usual class: cytotoxic; 400,000 compounds, 0.49% hits; note: nearly all actives have a fitted effect of over 40% in size
MCF10A rereplic: A quantitative high throughput screen for small molecules that induce DNA re-replication in MCF 10a normal breast cells; Potency, µM (highest dose often 46.1 µM), inactives show top-dose activity, positive = re-replication, usual class: activators; MCF 10A DNA re-replication, Hoechst nuclear intensity, 48 h; AID 624296, 2012; 350,000 compounds, 2.9% hits; note: % of control where 0% means no effect; nearly all actives have a fitted effect of over 50% in size
A549 viability: Nrf2 qHTS screen for inhibitors: counterscreen for cytotoxicity | Potency, µM (highest dose often 46 µM), without a hit: top-dose activity change, negative = cytotoxicity, hits mostly inhibitors | A549 ARE-Fluc cells, CellTiter-Fluor viability, 18-24 h | 390,000 compounds, 0.16% hits; note: % is set by controls: 0 for no effect and ±100 for the full control effect
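A549 ARE_Fluc cells in 5% FBS OPTI-MEM were exposed to compounds in concentration-response for 18-24 h at 37 deg C. Viability was read by CellTiter-Fluor fluorescence (Ex 405/Em 525) after 30 min, before the luciferase read.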
The depositor's hits bear a star; i = inactive; ? = inconclusive; . = not tested or not shown; & = joins results of further samples; [ ] = remark or other dose. Calls come from the whole dose curve; as a rule, active = well fitted curve in the direction sought with a large enough effect; inconclusive = small, poorly fitted or top-dose-only effect, or another doubt; inactive = no such curve, though single readings can be large; an effect the other way counts as inactive or inconclusive. Potency is the fitted concentration of half-maximal effect. Not all compounds are listed; count on the stated rates, not on these rows.

Value order – HepG2 viability	Nrf2 inh	ATXN2 expr inh	EPAC2 antag	Nrf2 ARE act	TGFb inhibitor	S2 tox	MCF10A rereplic	A549 viability
1. COCCn1c(C)cc(C(=O)COC(=O)c2ccc(Br)o2)c1C
  4%	1%	28%	1%	-1.4%	-18%	i	0%	0%
2. COc1ccccc1-c1c(C)nn2c(-c3ccccc3)cc(-c3ccccc3)nc12
  -4%	7%	.	.	0.4%	-12%	.	.	-9%
3. O=C(Cn1c(=O)oc2ccccc21)Nc1ccccc1N1CCOCC1
  -4%	4%	-2%	2%	-0.5%	10%	i	6%	-1%
4. CCc1ccc(NC(=O)C2CCCN(c3nn4cc(-c5ccc(OC)cc5)nc4s3)C2)cc1 (configuration not stated)
  -7%	?	.	.	-0.7%	-25%	.	.	-17%
5. COc1ccccc1CCC(=O)OCC(=O)Nc1ccc(S(N)(=O)=O)cc1
  14%	5%	-22%	-10%	-0.1%	4%	i	-4%	5%
6. Cc1ccc(S(=O)(=O)Cc2ccc(C(=O)N3CCC(C)CC3)cc2)cc1
  17%	-3%	-20%	-6%	3.0%	-14%	i	?	5%
7. CC(CC(=O)OCC(=O)NC1CCS(=O)(=O)C1)c1ccccc1 (configuration not stated)
  -4%	-14%	-2%	5%	2.0%	0%	i	2%	3%
8. CC(C)CCNc1nc2c(-c3ccccc3)nnn2c2ccccc12
  2%	7%	10%	.	0.0%	-4%	i	.	2%
9. Cc1cccc(/N=C/c2c(O)[nH]c3ccccc23)n1
  -48%	?	7%	-3%	22%	6%	i	30%	-14%
10. CCOc1ccccc1NC(=O)Nc1cc(OC)ccc1OC
  -11%	-6%	3%	-11%	-0.2%	-16%	i	-2%	-4%
11. CCOc1ccc(C)cc1-n1nc2ccccc2n1
  0%	-6%	?	0%	-0.7%	13%	i	0%	0%
12. CCN1CCC2(CC1)N=C(c1ccc(F)cc1)C(=S)N2C(=O)c1ccc(C(C)(C)C)cc1
  -5%	-22%	-1%	-10%	3.2%	-1%	i	-5%	3%
13. Fc1ccc(C2=CC(c3ccc(Br)o3)n3ncnc3N2)cc1 (configuration not stated)
  -4%	-15%	-19%	52%[activator]	5.3%	59%[activator]	.	3%	?
14. O=C(O)c1ccc(Cn2c(=S)[nH]c3cc(Cl)ccc3c2=O)cc1
  15%	8%	5%	0%	0.3%	-3%	i	-9%	-5%
15. COC(=O)c1c(NC(=O)COC(=O)CCNS(=O)(=O)c2ccccc2)sc(C)c1C
  0%	-7%	-16%	-6%	3.2%	16%	i	3%	-12%
16. COc1ccc(C)cc1NC(=O)C1CCCN1S(=O)(=O)c1ccccc1F (configuration not stated)
  -24%	-3%	.	-4%	-1.1%	14%	.	1%	0%
17. CCOc1ccc(NC(=O)C(=O)NCCc2csc(-c3ccc(C(F)(F)F)cc3)n2)cc1
  0%	.	.	.	0.2%	0%	.	.	0%
18. Cc1cccc(C)c1NC(=O)CCN1C(=O)C2C3CCC(C3)C2C1=O (configuration not stated)
  -1%	4%	-4%	12%	-0.9%	-14%	i	0%	2%
19. Cc1cc(C)c(OCCOCCN2CCN(C)CC2)c(Cl)c1
  -8%	-2%	-4%	2%	-0.5%	14%	i	5.8µM*	2%
20. Cc1nc2c(C#N)cnn2c2c1CCN(Cc1ccccc1)N2C
  -19%	-13%	-22%	-10%	-0.8%	2%	i	?	0%
21. CCCCCn1c(=O)[nH]c2cc(C(=O)NCc3ccc(F)cc3)ccc2c1=O
  7%	-4%[9.27 µM]	2%	.	0.0%	0%	i	.	-10%
22. COC(=O)CSc1nnc(-c2ccc(S(=O)(=O)N3CCCCC3)cc2)o1
  -10%	-8%	5%	-3%	0.1%	3%	i	1%	.
23. CCc1ccc(C(C(=O)NC2CCCCC2)N(C(=O)c2csnn2)C2CC2)cc1 (configuration not stated)
  -16%	-20%	4%	18%	2.9%	-11%	i	18%	-25%
24. Cc1cccc(N(C(=O)Cc2cccs2)C(C(=O)NCc2ccco2)c2ccncc2)c1 (configuration not stated)
  -2%	1%	-14%	8%	3.1%	-3%	i	9%	9%
25. COc1ccc(N2CC(NC(=O)c3ccc4ccccc4c3)CC2=O)cc1OC (configuration not stated)
  -11%	-1%	6%	5%	3.3%	-20%	i	-9%	-1%
26. CC1(C)C2CC[C@]3(C)C(CC=C4[C@@H]5C[C@](C)(CO)CC[C@]5(C(=O)O)CC[C@]43C)[C@@]2(C)CC[C@@H]1O (some centres not stated)
  -13%	1%	20%	2%	-0.3%	-6%	i	-5%	0%
27. Cc1cccc(Oc2ncnc3onc(C)c23)c1
  -6%	.	-19%	9%	-0.4%	-3%	i	-1%	-5%
28. CC(C)(C)c1ccc(C(=O)Nc2ccc(C(=O)OCc3cc(=O)n4ccsc4n3)cc2)cc1
  -41%	.	?	.	3.7%	-6%	?	.	-21%
29. CC(C)CCn1c(N2CCN(c3cccc(Cl)c3)CC2)nc2c1c(=O)[nH]c(=O)n2C
  -13%	3%	-12%	-2%	0.1%	-2%	i	-2%	8%
30. Oc1c(Br)cccc1/C=N/Nc1c(F)c(F)c(F)c(F)c1F
  12%	-9%	-22%	0%	11%	-10%	i	14%	-13%
31. CCOC(=O)CNC(=O)C1c2ccccc2Oc2ccccc21
  -5%	11%	1%	15%	2.2%	-17%	i	-1%	14%
32. CCC(=O)N1CCc2cc(Br)cc(S(=O)(=O)CCC(=O)N(CC)Cc3ccccc3)c21
  -8%	-11%[9.27 µM]	-9%	.	0.7%	0%	i	.	1%
33. COc1ccccc1N1CCN(C2CCCN(Cc3c(F)cccc3F)C2)CC1 (configuration not stated)
  -15%	?	-8%	2%	-0.6%	-6%	i	-30%[inhibitor][9.22 µM]	4%
34. CC(=O)C(N=Nc1ccccc1)(Sc1nnc(-c2ccccc2)n1-c1ccccc1)C(=O)Nc1ccccc1 (configuration not stated)
  -4%	-25%	-5%	-1%	-0.3%	-11%	i	6%	0%
35. OC(COc1ccc2cc(Br)ccc2c1)Cn1ccnc1 (configuration not stated)
  -45%	?	-24%	2%	0.4%	5%	i	-2%	13%
36. COc1cc(C2CC(c3ccccc3)=NN2c2ccccc2)ccc1OCC(=O)O (configuration not stated)
  -4%	?	14%	-16%	0.5%	3%	i	4.1µM*	-9%
37. COc1ccc(C(=O)N/C(=C\c2ccccc2)C(=O)NC(CCSC)C(=O)O)cc1 (configuration not stated)
  -1%	-19%	2%	5%	0.0%	-11%	i	5%	-17%
38. COc1ccc(Cn2cc(CN(C)C3CN(Cc4cn(Cc5ccc(OC)cc5)nn4)S(=O)(=O)C3)nn2)cc1 (configuration not stated)
  .	.	4%	0%	0.6%	.	i	.	.
39. O=C(Nc1c(Br)cc2c(c1Br)Cc1cc([N+](=O)[O-])ccc1-2)C(Cl)Cl
  -3%	1%	-3%	12%	8.8%	0%	i	?	-7%
40. O=C1C(O)=C(O)C(=O)c2ccccc21
  -43%	-7%	?	?	15%	-24%	?	?	1%
41. Cc1ccc(-c2cc(C(=O)Nc3ccc(S(=O)(=O)N4CC(C)OC(C)C4)cc3)[nH]n2)c(O)c1 (configuration not stated)
  -14%	-14%	-15%	-9%	4.5%	-28%	i	8%	0%
42. NC(=O)NC(=O)C(Nc1ccc(N2CCCCC2)cc1)c1ccccc1 (configuration not stated)
  5%	?	11%	-1%	2.9%	-2%	i	?	-6%
43. CCN(CC(=O)Nc1c(F)cccc1F)C(=O)CNC(=O)c1ccc2ccccc2c1
  6%	7%	-6%	5%	0.3%	5%	i	5%	-3%
44. O=C(CS(=O)(=O)Cc1ccccc1)NCc1ccccc1Cl
  7%	1%	6%	-8%	0.3%	-2%	i	6%	6%
45. Cc1sc2nc(SCC(=O)NCc3cccs3)[nH]c(=O)c2c1C
  -3%	-11%	7%	17%	3.5%	1%	i	?	-3%
46. CCc1ccccc1NC(=O)c1c(NC(=O)c2ccccc2)sc2c1CCCC2
  -23%	6%	12%	.	-0.1%	-18%	i	.	-1%
47. COc1ccccc1NC(=O)c1cc(S(=O)(=O)N2CCc3ccccc32)ccc1F
  8%&-1%	3%	-8%&-1%	3%	-0.6%&0.7%	7%&-3%	i	-2%	2%&-4%
48. CNC(=O)OCc1cccc(COC(=O)NC)n1
  -5%	2%	-2%	2%	0.2%	-13%	i	-6%&1%	-6%
49. O=C(Cn1ccc2cc(S(=O)(=O)N3CCCCCC3)ccc21)NCCc1ccccc1Cl
  -30%	0%	-4%	.	0.1%	-28%	i	.	1%
50. CCOC(=O)Nc1ccc(S(=O)(=O)Nc2cc(C)on2)cc1
  -10%	12%	-4%	4%	-0.4%	-13%	i	-4%	-8%
51. Cc1ccc(C(=O)c2oc3ccccc3c2NC(=O)c2cc(-c3ccccc3)on2)cc1
  0%	-17%	4%	.	0.3%	?	?	.	3%
52. COc1cccc(N2CCN(c3nc(-c4ccccc4C)cc(=O)[nH]3)CC2)c1
  -18%	?	0.71µM*	-6%	0.2%	?	i	?	-24%
53. Cc1onc(-c2ccccc2)c1NC(=O)N(Cc1ccccc1)C(C)C
  -7%	-22%	.	2%	-0.6%	-2%	?	-1%	0%
54. CC(C)Cc1nn2c(N)c(/C=C3\C=Nc4ccccc43)c(=O)nc2s1
  6%	?	-20%	0%	-0.1%	-17%	?	?	-23%
55. O=C(COC(=O)c1ccc(Cl)c(S(=O)(=O)N2CCCC2)c1)NC1CCCC1
  7%	10%	-6%	-2%	0.2%	2%	i	5%	0%

Screens deposited in PubChem BioAssay by National Center for Advancing Translational Sciences (NCATS).
